Screening data: PubChem, several laboratories
Shn3 inh set2 – Schnurri-3 reporter inhibition in Clone20 osteoblasts | Clone20 osteoblast Shn3 3'UTR firefly luciferase, 24 h | inhibition, % at 12.5 µM | 360,000 tested, 0.52% active;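 active means mean inhibition of at least 75% with every replicate also reaching 75%; inconclusive means mean inhibition at least 75% but some replicate below; inactive means mean inhibition below 75%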;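 further: 0% = median of neutral control wells and 100% = pilot-screen positive control compound; some compounds past the cut are filed as inactive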
Vif imaging – inhibitors of HIV Vif; 340,000 tested, 0.35% active; HEK293T cells, Vif self-association by quenched fluorescence, imaging, 24 h; inhibition, % at 7.49 µM; AID 602346; in the data active means inhibition above about 50%, passing the limit was not always enough; inconclusive means no clear call, values can overlap the other calls; inactive means below about 31%; further: some results filed as inactive read as strong as hits
CF NFkB inh – blocks PAF-induced NF-kB reporter in cystic fibrosis cells | KKLEB NF-kB-GFP reporter, GFP fluorescence overnight | inhibition, % at 5 µM | 360,000 tested, 0.86% active | AID 588850;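 active means at least 50% inhibition at 5 µM, scaled per plate between neutral and stimulator controls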;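 further: PAF is a Pseudomonas aeruginosa culture filtrate used as stimulus; plate controls were PAF-stimulated DMSO wells for no effect and unstimulated DMSO wells for full effect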
CaV13 ICDI inh – Primary screen for inhibitors of IQ motif and Ca2+-dependent inactivation inhibitor domain binding in CACNA1D, Förster resonance energy transfer in living cells, … | HEK cells, CFP/YFP FRET ICDI-IQ, plate reader, 10 min; percent FRET-ratio fall versus neutral wells | inhibition, % at 12.3 µM | 340,000 tested, 0.098% active | AID 743397;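 active means mean replicate inhibition of at least 30% and at least 1% of replicates passing that level; inconclusive means only one of the two criteria is met; inactive means neither criterion is met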;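 further: 0% = median of the neutral control wells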
HIF-2a inh – inhibitors of HIF-2a; 786-0 RCC cells HIF-2a reporter, luciferase luminescence, overnight; inhibition, % at 18.8 µM; 360,000 tested, 0.72% active;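 active means inhibition of the luminescence signal of 40% or more relative to plate controls, in a single-dose primary screen at 18.75 µM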
PDI turbidity – PDI (human) enzyme inhibition; P07237; PDI insulin aggregation turbidity, A650, 90 min; inhibition, % at 10 µM; 350,000 tested, 0.052% active;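 active means mean inhibition across replicates of 30% or more, whatever share of single replicates reach that level; inconclusive means mean inhibition below 30% while every single replicate reaches 30%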;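 further: absorbance from insulin aggregation driven by PDI reduction with DTT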
Target sequence (P07237 whole entry, looked up): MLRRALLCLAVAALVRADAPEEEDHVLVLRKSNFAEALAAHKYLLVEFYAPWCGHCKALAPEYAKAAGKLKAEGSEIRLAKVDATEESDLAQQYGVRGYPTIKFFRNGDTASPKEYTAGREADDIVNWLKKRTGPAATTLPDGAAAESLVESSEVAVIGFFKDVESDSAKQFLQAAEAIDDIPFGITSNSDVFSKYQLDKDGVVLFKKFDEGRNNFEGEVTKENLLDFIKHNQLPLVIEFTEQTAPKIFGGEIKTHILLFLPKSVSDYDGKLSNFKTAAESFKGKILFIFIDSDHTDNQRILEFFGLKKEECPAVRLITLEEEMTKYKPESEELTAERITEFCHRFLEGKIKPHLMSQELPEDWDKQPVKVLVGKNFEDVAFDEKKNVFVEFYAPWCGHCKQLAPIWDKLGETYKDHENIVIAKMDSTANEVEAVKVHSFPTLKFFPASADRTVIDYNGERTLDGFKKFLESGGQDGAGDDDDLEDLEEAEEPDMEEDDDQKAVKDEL
MITF TRPM1 inh – inhibitors of MITF-driven TRPM1 promoter in melanoma cells; SK-MEL-5 TRPM1 promoter luciferase, 24 h; AID 488899; inhibition, % at 12.5 µM; 330,000 tested, 0.83% active;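 active means mean inhibition across replicates of 60% or more, whatever share of single replicates reaches that level; inconclusive means some that reach 60%, reason not given; inactive means mean inhibition across replicates below 60%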; further: values of inactives mirror those of a sister screen read the other way
Peg3 promoter – reduces Peg3 promoter-driven luciferase expression in HeLa | 360,000 tested, 1.7% active | inhibition, % at 20 µM | AID 588405 | HeLa PEG-Prom luciferase reporter, luminescence, overnight;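 active means inhibition of at least 50% at 20 µM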
KKLEB tox – counter-screen for CF NF-kB inhibitors: cytotoxicity. 360,000 tested, 0.36% active. KKLEB CF airway cells viability, ATPlite luminescence, overnight; active compounds read low; cells stimulated with P. aeruginosa culture filtrate. activity change (cytotoxicity), % at 5 µM;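 active means corrected activity change at or below -50% at 5 µM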
NR2E3 ag-1 – agonists of human nuclear receptor NR2E3; GST-NR2E3/biotin-RetCOR TR-FRET, 1536-well; inhibition of corepressor binding, % at 4.78 µM; AID 2300; 320,000 tested, 0.12% active; Q9Y5X4;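 active means percent inhibition above the cutoff of mean plus 3 SD of all tested compounds, set per screening campaign, cut at about 20% in these data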;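 further: 0% = DMSO wells and 100% = biotin wells as full block of FRET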
Target sequence (Q9Y5X4 whole entry, looked up): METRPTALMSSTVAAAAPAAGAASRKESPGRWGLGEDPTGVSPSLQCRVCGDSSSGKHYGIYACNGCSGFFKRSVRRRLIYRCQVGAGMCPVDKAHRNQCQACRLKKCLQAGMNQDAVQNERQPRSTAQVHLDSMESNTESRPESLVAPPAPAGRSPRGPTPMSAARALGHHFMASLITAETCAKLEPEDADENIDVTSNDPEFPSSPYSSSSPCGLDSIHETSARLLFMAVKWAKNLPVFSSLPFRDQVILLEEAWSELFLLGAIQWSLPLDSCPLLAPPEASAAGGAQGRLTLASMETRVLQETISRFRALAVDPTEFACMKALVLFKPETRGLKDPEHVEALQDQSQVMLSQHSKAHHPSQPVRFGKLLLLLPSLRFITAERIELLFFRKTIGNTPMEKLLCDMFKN
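Material – GST-tagged NR2E3 plus biotinylated RetCOR corepressor · Quantity – NR2E3 fusion 1.35 nM · Times – 5 h incubation at 4 °C · Medium – pH 7.5 Tris-based buffer · Technique – TR-FRET, Eu(K)-anti-GST donor, streptavidin-D2 acceptor, ex 340, em 617/671 nm · Benchmarks – high control biotin, low control 0.6% DMSO · Format – 1536-well plates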
NR2E3 ag-2 – human photoreceptor-specific nuclear receptor agonism. Q9Y5X4. CHO-S Gal4-NCOR/VP16-NR2E3 two-hybrid, luciferase. inhibition of corepressor binding, % at 3.98 µM. 360,000 tested, 0.35% active. AID 602229;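 active means inhibition above the mean of all tested compounds plus 3 SD, cut at about 70% in these data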;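 further: 0% = DMSO with NR2E3 transfected cells and 100% = cells lacking NR2E3 construct; higher means lower luciferase signal from less NR2E3 corepressor binding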
Active calls of the source: *. This is a random part of the collection; 3.3% or so of the library scored in one or more.

What do the screens show for `CCn1cc(C(=O)OCC(=O)OC2CC(C)CCC2C(C)C)c(=O)c2ccc(C)nc21` (configuration not stated)?
Shn3 inh set2: 51; Vif imaging: -24; CF NFkB inh: 27; CaV13 ICDI inh: -4; HIF-2a inh: 8; PDI turbidity: -4; MITF TRPM1 inh: 1; Peg3 promoter: 4; KKLEB tox: -12; NR2E3 ag-1: 2; NR2E3 ag-2: -7

Results for O=c1c(-c2ccccc2)nc(-c2ccccc2)cn1O ?
Shn3 inh set2: -72; CF NFkB inh: -1; CaV13 ICDI inh: -4; HIF-2a inh: -201; PDI turbidity: -3; MITF TRPM1 inh: -33; Peg3 promoter: -220; KKLEB tox: 4; NR2E3 ag-1: 2; NR2E3 ag-2: -59

How did Cc1nnc2c(NCCC(C)C)nc3ccccc3n12 do in these assays?
Shn3 inh set2: -13; Vif imaging: 13; CF NFkB inh: -56; CaV13 ICDI inh: -3; HIF-2a inh: 1; PDI turbidity: 12; MITF TRPM1 inh: 5; Peg3 promoter: 5; KKLEB tox: -1; NR2E3 ag-2: -23

What do the screens show for `Cc1nc2nc(NC(=O)c3ccco3)[nH]n2c(=O)c1C`?
Shn3 inh set2: 9; Vif imaging: -3; CF NFkB inh: 0; CaV13 ICDI inh: -2; HIF-2a inh: 0; PDI turbidity: 4; MITF TRPM1 inh: -9; Peg3 promoter: -2; KKLEB tox: 1; NR2E3 ag-1: -3; NR2E3 ag-2: 3

Results for O=C(CCN1CCN(c2ccc(Cl)cc2)CC1)Nc1ccccc1F ?
Shn3 inh set2: -2; Vif imaging: 0; CF NFkB inh: -6; HIF-2a inh: 11; PDI turbidity: 12; MITF TRPM1 inh: -9; Peg3 promoter: 18; KKLEB tox: 11; NR2E3 ag-1: -3; NR2E3 ag-2: -16

How did CS(=O)(=O)N1CCC(C(=O)Nc2ccc(Cl)c(C(F)(F)F)c2)CC1 do in these assays?
Shn3 inh set2: -4; Vif imaging: 1; CF NFkB inh: 1; CaV13 ICDI inh: -4; HIF-2a inh: 7; PDI turbidity: 2; MITF TRPM1 inh: -3; Peg3 promoter: 5; KKLEB tox: -4; NR2E3 ag-1: -1; NR2E3 ag-2: 2

Results for COc1ccc(C(=O)N(Cc2ccccc2)c2ccc(C)cc2)cc1S(=O)(=O)N1CCOCC1 ?
Shn3 inh set2: -2; Vif imaging: -1; CF NFkB inh: 15; CaV13 ICDI inh: -5; HIF-2a inh: -49; PDI turbidity: -2; MITF TRPM1 inh: -33; Peg3 promoter: -35; KKLEB tox: -4; NR2E3 ag-1: 2; NR2E3 ag-2: 12

Results for CS(=O)(=O)Nc1ccc(-c2cncc3nccn23)cc1 ?
Shn3 inh set2: -15; Vif imaging: -4; CF NFkB inh: -8; CaV13 ICDI inh: -4; HIF-2a inh: 6; PDI turbidity: 6; Peg3 promoter: 4; KKLEB tox: -1; NR2E3 ag-2: 1

What do the screens show for `COc1ccc2[nH]c(-c3cccc(F)c3)cc(=O)c2c1`?
Shn3 inh set2: -20; Vif imaging: 3; CF NFkB inh: 56*; CaV13 ICDI inh: -11; HIF-2a inh: -127; PDI turbidity: -2; MITF TRPM1 inh: 19; Peg3 promoter: -249; KKLEB tox: -10; NR2E3 ag-1: -1; NR2E3 ag-2: -58

What do the screens show for `COc1ccc(-c2nn(-c3ccccc3)cc2/C=C2/SC(=S)N(CCC(=O)O)C2=O)cc1`?
Shn3 inh set2: -19; Vif imaging: -6; CF NFkB inh: 2; CaV13 ICDI inh: -8; HIF-2a inh: -15; PDI turbidity: -4; MITF TRPM1 inh: 3; Peg3 promoter: -11; KKLEB tox: 7; NR2E3 ag-1: -2; NR2E3 ag-2: 19

What do the screens show for `CN(CC(=O)Nc1ccccc1-c1ccccc1)Cc1ccccc1Cl`?
Shn3 inh set2: -1; Vif imaging: -2; CF NFkB inh: 11; CaV13 ICDI inh: -4; HIF-2a inh: 21; PDI turbidity: 0; MITF TRPM1 inh: 1; Peg3 promoter: 39; KKLEB tox: 1; NR2E3 ag-1: 4; NR2E3 ag-2: -3

Results for CC(C)(C)NC(=O)CN(Cc1ccc2c(c1)OCO2)C(=O)CCC(=O)Nc1nccs1 ?
Shn3 inh set2: 5; Vif imaging: 19; CF NFkB inh: 5; CaV13 ICDI inh: -5; HIF-2a inh: 14; PDI turbidity: 0; MITF TRPM1 inh: 6; Peg3 promoter: 12; KKLEB tox: 9; NR2E3 ag-1: -1; NR2E3 ag-2: -3

Results for Cc1cccc(C)c1NC(=O)c1sc(Cl)nc1C ?
Shn3 inh set2: -7; Vif imaging: -1; CF NFkB inh: 8; CaV13 ICDI inh: -4; HIF-2a inh: 10; PDI turbidity: 4; MITF TRPM1 inh: 3; Peg3 promoter: -5; KKLEB tox: 4; NR2E3 ag-1: -1; NR2E3 ag-2: -4

Results for COc1ccc(OC)c(NC(=O)COC(=O)C2CCCCC2)c1 ?
Shn3 inh set2: 5; Vif imaging: -27; CF NFkB inh: -3; CaV13 ICDI inh: -5; HIF-2a inh: -2; PDI turbidity: -3; MITF TRPM1 inh: 5; Peg3 promoter: 0; KKLEB tox: 5; NR2E3 ag-2: 26

What do the screens show for `Cc1noc(NC(=O)c2ccccc2Cl)c1C#N`?
Shn3 inh set2: -10; Vif imaging: -7; CF NFkB inh: 7; CaV13 ICDI inh: 1; HIF-2a inh: 7; PDI turbidity: 1; MITF TRPM1 inh: -5; Peg3 promoter: 14; KKLEB tox: -5; NR2E3 ag-1: 2; NR2E3 ag-2: -7

How did O=C(NCc1ccncc1)c1ccc(Cn2cc(C(F)(F)F)ccc2=O)cc1 do in these assays?
Shn3 inh set2: 0; Vif imaging: inconclusive; CF NFkB inh: 6; CaV13 ICDI inh: -9; HIF-2a inh: 10; PDI turbidity: 10; MITF TRPM1 inh: 7; Peg3 promoter: 5; KKLEB tox: 7; NR2E3 ag-1: -1; NR2E3 ag-2: 3

What do the screens show for `Brc1ccc(-c2nc(-c3ccncc3)no2)cc1`?
Shn3 inh set2: -125; Vif imaging: 20; CF NFkB inh: -20; CaV13 ICDI inh: -3; HIF-2a inh: -316; PDI turbidity: -2; MITF TRPM1 inh: -62; Peg3 promoter: -316; KKLEB tox: 9; NR2E3 ag-1: -2; NR2E3 ag-2: -12

How did COc1ccccc1C(=O)COC(=O)Cn1c(C)csc1=O do in these assays?
Shn3 inh set2: 22; CF NFkB inh: 4; CaV13 ICDI inh: -7; HIF-2a inh: -10; PDI turbidity: -2; MITF TRPM1 inh: 4; Peg3 promoter: -4; KKLEB tox: -8; NR2E3 ag-1: -2; NR2E3 ag-2: -15

Results for O=C(CSc1nnc2c(n1)[nH]c1ccc(S(=O)(=O)N3CCOCC3)cc12)Nc1ccccc1Cl ?
Shn3 inh set2: 2; Vif imaging: -21; CF NFkB inh: 17; CaV13 ICDI inh: -7; HIF-2a inh: -2; PDI turbidity: -2; MITF TRPM1 inh: 7; Peg3 promoter: -14; KKLEB tox: -7; NR2E3 ag-1: 1; NR2E3 ag-2: -16

Results for CCOC(=O)C1(CCOC)CCN(C(C)CCc2ccc(OC)cc2)CC1 (configuration not stated) ?
Shn3 inh set2: 15; Vif imaging: -5; CF NFkB inh: -1; CaV13 ICDI inh: -10; HIF-2a inh: 10; PDI turbidity: -4; MITF TRPM1 inh: 1; Peg3 promoter: -6; KKLEB tox: 7; NR2E3 ag-1: -3; NR2E3 ag-2: 13

How did COc1cccc2c(SCC(=O)N/N=C/c3ccc(O)c(O)c3)cc(C)nc12 do in these assays?
Shn3 inh set2: 9; Vif imaging: -7; CF NFkB inh: 16; CaV13 ICDI inh: -5; HIF-2a inh: 0; PDI turbidity: 3; MITF TRPM1 inh: -7; Peg3 promoter: 22; KKLEB tox: -11; NR2E3 ag-1: 2; NR2E3 ag-2: -33

How did COc1cccc(CN(C)C(=S)Nc2cccc(C)c2)c1 do in these assays?
Shn3 inh set2: 19; Vif imaging: -5; CF NFkB inh: 6; CaV13 ICDI inh: 1; HIF-2a inh: 4; PDI turbidity: 1; MITF TRPM1 inh: 1; Peg3 promoter: 9; KKLEB tox: 7; NR2E3 ag-1: 1; NR2E3 ag-2: -16

Results for c1ccc(CSc2nnc3ccc(-c4ccncc4)nn23)cc1 ?
Shn3 inh set2: -4; Vif imaging: 3; CF NFkB inh: -24; CaV13 ICDI inh: -4; HIF-2a inh: 14; PDI turbidity: -1; MITF TRPM1 inh: -11; Peg3 promoter: -22; KKLEB tox: 1; NR2E3 ag-1: -1; NR2E3 ag-2: -2

How did CCCN(CCC)CCCNC(=O)Cn1cnc2sc(C)c(S(=O)(=O)N3CCC(C)CC3)c2c1=O do in these assays?
Shn3 inh set2: 4; Vif imaging: -3; CF NFkB inh: -2; CaV13 ICDI inh: -2; HIF-2a inh: 2; PDI turbidity: -18; MITF TRPM1 inh: -18; Peg3 promoter: -2; KKLEB tox: 4; NR2E3 ag-1: 6; NR2E3 ag-2: -2

How did CN(CC(=O)Nc1ccccc1Cl)C(=O)Cn1cc(C(F)(F)F)cc(Cl)c1=O do in these assays?
Shn3 inh set2: -8; Vif imaging: -4; CF NFkB inh: -7; CaV13 ICDI inh: -14; HIF-2a inh: 4; PDI turbidity: -1; MITF TRPM1 inh: 3; Peg3 promoter: -3; KKLEB tox: 15; NR2E3 ag-1: 2; NR2E3 ag-2: -15

Results for Cc1cccc(OCCOC(=O)Nc2ccccc2)c1 ?
Shn3 inh set2: -2; Vif imaging: -3; CF NFkB inh: -4; CaV13 ICDI inh: -19; HIF-2a inh: -70; PDI turbidity: -2; MITF TRPM1 inh: -29; Peg3 promoter: -64; KKLEB tox: -4; NR2E3 ag-1: 5; NR2E3 ag-2: -24

How did O=C(NCc1ccccc1)c1ccc(CN(c2ccccn2)S(=O)(=O)c2ccccc2)cc1 do in these assays?
Shn3 inh set2: 18; Vif imaging: -4; CF NFkB inh: 2; CaV13 ICDI inh: -9; HIF-2a inh: 12; PDI turbidity: -2; MITF TRPM1 inh: -3; Peg3 promoter: 16; KKLEB tox: 0; NR2E3 ag-1: 3; NR2E3 ag-2: -3

How did O=C(Nc1ccccc1C(=O)NCCc1ccccc1)c1cnccn1 do in these assays?
Shn3 inh set2: -59; Vif imaging: 1; CF NFkB inh: -1; CaV13 ICDI inh: -3; HIF-2a inh: -133; PDI turbidity: -5; MITF TRPM1 inh: -31; Peg3 promoter: -97; KKLEB tox: -9; NR2E3 ag-1: 2; NR2E3 ag-2: -21
